# Bioassay records (PubChem)
# Scp1 inh: Scp-1 (human) phosphatase inhibition. Recombinant Scp1, phosphopeptide, malachite green phosphate absorbance. inhibition, % at 20 µM. actives 0.88% (n = 340,000). AID 493091;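 active = inhibition above about 50% at 20 µM, limit read from the data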;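 also: plate controls were DMSO wells with enzyme for no effect and wells lacking enzyme for full effect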
# Target sequence (Q9GZU7 76-261 limits assumed): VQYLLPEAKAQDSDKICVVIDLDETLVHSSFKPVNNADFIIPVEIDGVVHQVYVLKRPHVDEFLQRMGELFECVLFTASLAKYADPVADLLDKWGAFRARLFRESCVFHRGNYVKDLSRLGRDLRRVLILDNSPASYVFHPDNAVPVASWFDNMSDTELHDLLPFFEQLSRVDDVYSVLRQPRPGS
#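 System: truncated SCP-1 phosphatase (76-261aa); medium: Tris acetate buffer pH 5.5 with MgCl2 and Tween-20; incubation: 45 min room-temperature reaction, 5 min colour, 30 min stabiliser; compound: single 20 µM dose, 1% DMSO; reagent: Phosphorylated 17-residue peptide substrate; read-out: % inhibition at 20 µM; technique: colorimetric free-phosphate detection, absorbance 630 nm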
# NadD inh: inhibitors of Staphylococcus aureus NadD | actives 0.78% (n = 360,000) | purified NadD enzyme, colorimetric absorbance read-out | AID 602399 | inhibition, % at 20 µM; in the data active = inhibition above about 26%; also: some compounds past the cut are filed as inactive
# SKN-1 inh: blocks SKN-1 activity in C. elegans; C. elegans VP596 Pgst-4::GFP/RFP ratio, acrylamide-induced, 24 h; actives 0.49% (n = 360,000); inhibition, % at 21.8 µM;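 active = interference check ratio from 0.5 to 1.5 plus GFP to RFP signal ratio inhibition reaching or exceeding a fixed threshold, cut at about 30% in these data, passing the limit was not always enough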; also: some compounds called inactive have numbers as strong as hits
# Rpn11 inh: blocks the human proteasome subunit Rpn11; actives 0.59% (n = 360,000); O00487; calls only at 20 µM; human 26S proteasome, Ub4-pepOG fluorescence polarization; 20S core pre-blocked with epoxomicin;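 active = inhibition at 20 µM, scaled to each plate's controls, above about 33%, limit read from the data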
# DNMT1 inh: inhibitors of human DNMT1 | P26358 | inhibition (reported as % activation of signal), % at 10 µM | AID 588458 | actives 0.83% (n = 360,000) | DNMT1 molecular beacon, Hinp1I cleavage, fluorescence; in the data active = inhibition above about 50%
# SUMO1 PPI mod: SUMO1-SIM interaction modulation | P63165 | SUMO1 binding to a labelled peptide, TR-FRET, 1 h | inhibition, % at 20 µM | actives 0.33% (n = 360,000); in the data active = inhibition above about 37%
# Target sequence (P63165 whole entry, looked up): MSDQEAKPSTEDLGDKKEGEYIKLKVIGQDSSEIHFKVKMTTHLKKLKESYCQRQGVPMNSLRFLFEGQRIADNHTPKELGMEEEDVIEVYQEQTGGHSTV
# MT1-MMP act inh: MT1-MMP (human) activation inhibition; P50281; HT1080 RFP-PRO-GFP cells, GFP/RFP ratio fluorescence, overnight; percent of plate control window, DMSO zero; GFP/RFP ratio change, % at 20 µM; actives 0.061% (n = 360,000);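 active = GFP/RFP ratio change of at least 30% with cell ATP level not reduced by more than half and red fluorescence within 50% of control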; also: strong numbers were not always called active
#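 Assay system: HT1080 cells carrying an RFP-PRO-GFP reporter | Dosing: Single dose of 20 µM compound, 1% DMSO final | Incubation: Cells overnight before dosing, compound overnight, 37 °C, 5% CO2 | Evaluation: GFP/RFP fluorescence ratio | Control set: DMSO and RFP-L50D-GFP cell wells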
# STEP block: STEP (human) phosphatase inhibition. P54829. recombinant STEP, OMFP fluorogenic substrate, fluorescence. inhibition, % at 20 µM. actives 0.25% (n = 360,000);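 active = inhibition at 20 µM, scaled per plate between control wells, above about 37%, limit read from the data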;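 also: 0% = DMSO with enzyme and substrate and 100% = substrate only without enzyme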
# Target sequence (P54829 whole entry, looked up): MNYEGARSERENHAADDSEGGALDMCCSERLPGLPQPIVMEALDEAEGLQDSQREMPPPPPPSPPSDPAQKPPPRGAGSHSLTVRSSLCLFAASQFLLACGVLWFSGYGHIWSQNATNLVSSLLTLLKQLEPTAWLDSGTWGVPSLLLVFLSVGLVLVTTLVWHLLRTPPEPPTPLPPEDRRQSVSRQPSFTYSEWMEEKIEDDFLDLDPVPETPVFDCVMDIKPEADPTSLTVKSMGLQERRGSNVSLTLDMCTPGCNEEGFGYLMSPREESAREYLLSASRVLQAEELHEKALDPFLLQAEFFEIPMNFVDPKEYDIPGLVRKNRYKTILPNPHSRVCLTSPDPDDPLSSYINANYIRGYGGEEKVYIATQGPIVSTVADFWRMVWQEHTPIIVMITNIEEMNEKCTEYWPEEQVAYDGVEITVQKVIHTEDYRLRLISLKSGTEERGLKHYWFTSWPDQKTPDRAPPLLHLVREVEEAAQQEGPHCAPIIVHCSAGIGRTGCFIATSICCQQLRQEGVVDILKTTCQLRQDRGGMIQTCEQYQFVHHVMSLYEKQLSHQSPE
#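 Assay system: isolated STEP enzyme. Buffer or medium: pH 6.0 Bis-Tris with DTT and Tween 20. Also added: fluorogenic phosphatase substrate OMFP at 25 µM final. Dosing: 20 µM, 1% DMSO. Timing: 20 min reaction, room temperature, in the dark. Measured by: fluorescence intensity, excitation 480 nm, emission 540 nm. Evaluation: normalized % inhibition.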
# LMPTP inh: blocks human LMPTP phosphatase | recombinant LMPTP-A, OMFP fluorogenic substrate, fluorescence intensity | actives 0.22% (n = 360,000) | P24666 | inhibition, % at 20 µM;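 active = compounds that cut the enzyme signal by at least half of the control window in the single-dose screen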;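 also: plate controls were DMSO wells with enzyme plus substrate for no effect and substrate without enzyme for full effect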
# Target sequence (P24666 whole entry, looked up): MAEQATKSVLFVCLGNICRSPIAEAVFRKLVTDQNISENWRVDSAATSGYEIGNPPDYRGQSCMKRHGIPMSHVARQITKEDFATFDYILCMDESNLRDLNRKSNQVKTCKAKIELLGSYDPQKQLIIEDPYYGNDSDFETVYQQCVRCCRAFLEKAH
#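 Test system: LMPTP-A phosphatase enzyme. Amount: LMPTP-A at 0.625 nM final in the reaction. Reagent: OMFP substrate, 400 µM final. Times: 50 min at room temperature. Signal: endpoint fluorescence intensity from OMFP dephosphorylation. Read-out basis: % inhibition. Benchmarks: no-enzyme and uninhibited controls.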
# NRP1-CendR mod: modulators of CendR peptide binding to human neuropilin-1. O14786. FAM-RPARPAR peptide binding to NRP-1, fluorescence polarization. inhibition, % at 25 µM. actives 0.85% (n = 360,000). AID 602438;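 active = inhibition or corrected inhibition above about 18%, plus a signal ratio from 0.5 to 1.5, limit read from the data, passing the limit was not always enough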; also: strong numbers were not always called active
# * = called active by the depositor; i = inactive; / = not tested or not shown; + = active, no number. Compounds as they come; any-hit rate near 3.9%.
# Abbreviations: A = Scp1 inh; B = NadD inh; C = SKN-1 inh; D = Rpn11 inh; E = DNMT1 inh; F = SUMO1 PPI mod; G = MT1-MMP act inh; H = STEP block; I = LMPTP inh; J = NRP1-CendR mod
(1) CC(=O)Nc1nc(-c2ccc3c(c2)CCO3)cs1
  A = 1	B = -3	C = 13	D = i	E = -1	F = 0	G = -3	H = 0	I = 1.5	J = -2

(2) CCCCCCSc1ccc([C@@H]2[C@H]3C(=O)N(CC)C(=O)[C@H]3[C@]3(C(=O)OC)CCCCN23)cc1
  A = 16	B = 22	C = 4	D = +	E = 0	F = 7	G = -8	H = 3	I = 3.0	J = -97

(3) CCC(=O)N1c2ccc(S(=O)(=O)NCc3ccccc3)cc2CC1C (stereo not drawn)
  A = -8	B = -7	C = 9	D = i	E = 1	F = -5	G = 2	H = 1	I = -0.2	J = 1

(4) O=C(CNc1ccccc1F)N/N=C/C1CC=CCC1 (stereo not drawn)
  A = -4	B = -3	C = 2	D = i	E = 2	F = 9	G = 1	H = -2	I = -2.4	J = -16

(5) COc1ccc(C(CNC(=O)CCOc2ccccc2)N(C)C)cc1 (stereo not drawn)
  A = -6	B = 2	C = 1	D = i	E = 2	F = -8	G = 1	H = -1	I = -3.4	J = -1

(6) CNC(=S)N1CCN(c2ccc(Cl)c(Cl)c2)CC1
  A = -4	B = -3	C = 28	D = i	E = 0	F = 3	G = -1	H = -1	I = 0.6	J = 8

(7) CCSc1ccc(-c2cc(NC=O)c3ncc(-c4cc(OC)c(OC)c(OC)c4)n3c2)cc1
  A = /	B = 15	C = 7	D = i	E = -8	F = 12	G = -14	H = 2	I = 3.4	J = -35

(8) O=C1CS(=O)(=O)N(Cc2ccc(F)cc2)c2ccccc21
  A = -11	B = -5	C = 18	D = +	E = -5	F = 0	G = 6	H = 2	I = -0.2	J = -13

(9) CS(=O)(=O)N1CCC(C(=O)Nc2ccc(F)c(Cl)c2)CC1
  A = -7	B = -3	C = -13	D = i	E = 2	F = 8	G = 4	H = -4	I = -0.6	J = 7

(10) Cc1ccc(C(=O)NCCC(=O)N2CCC3(CC2)NCCc2[nH]cnc23)cc1
  A = -8	B = -4	C = -10	D = i	E = 2	F = -3	G = 0	H = 3	I = -1.9	J = -2

(11) O=C(COC(=O)c1c(Cl)cccc1Cl)NC1CCCCCCC1
  A = -9	B = 2	C = 14	D = i	E = 1	F = 7	G = 3	H = -1	I = 0.3	J = 11

(12) Cc1ccccc1N1CCN(C2CCCN(C(=O)c3cn4c(C)cccc4n3)C2)CC1 (stereo not drawn)
  A = -7	B = -3	C = 2	D = i	E = 2	F = 7	G = 2	H = 0	I = -1.3	J = 10

(13) O=C(O)c1ccc(Cl)c(S(=O)(=O)NC(Cc2c[nH]c3ccccc23)C(=O)O)c1 (stereo not drawn)
  A = 5	B = -1	C = 6	D = i	E = 3	F = 4	G = -4	H = 4	I = -0.1	J = -12

(14) CC(C)C(C(=O)Nc1nccs1)c1ccc(Cl)cc1 (stereo not drawn)
  A = -4	B = 0	C = 6	D = i	E = 5	F = 1	G = -14	H = -1	I = 0.4	J = 12

(15) CC1(c2nnc(-c3ccc(F)cc3)o2)CC(c2c(Cl)cccc2Cl)=NO1 (stereo not drawn)
  A = -8	B = -4	C = 7	D = i	E = 2	F = -3	G = -1	H = 2	I = 1.2	J = 29*

# Additional records follow.
# Abbreviations: A = Scp1 inh; B = NadD inh; C = SKN-1 inh; D = Rpn11 inh; E = DNMT1 inh; F = SUMO1 PPI mod; G = MT1-MMP act inh; H = STEP block; I = LMPTP inh; J = NRP1-CendR mod
(16) Cc1ccc(-n2c(-c3cc(-c4ccco4)[nH]n3)n[nH]c2=S)c(Br)c1
  A = -7	B = 6	C = 10	D = i	E = -1	F = 7	G = 2	H = -1	I = 0.3	J = -4

(17) N#Cc1c(C(F)(F)F)cc(-c2ccc(F)cc2)[nH]c1=O
  A = -3	B = 5	C = -15	D = i	E = 0	F = 11	G = 0	H = 0	I = -0.7	J = 5

(18) O=C(NNS(=O)(=O)c1ccccc1[N+](=O)[O-])c1ccc(F)cc1
  A = -6	B = 1	C = 16	D = i	E = -20	F = -2	G = 1	H = -5	I = 2.5	J = -2

(19) Cc1ccc(Cn2c(=O)c3ccccc3n3c(SCC(=O)N4CCCCC4C)nnc23)cc1 (stereo not drawn)
  A = -1	B = 1	C = 17	D = i	E = -5	F = 4	G = -10	H = 12	I = 1.6	J = -1

(20) CCCc1cc(=O)[nH]c2nnc(SCC(=O)NCc3ccc4c(c3)OCO4)n12
  A = -5	B = -1	C = -1	D = i	E = 1	F = 0	G = 4	H = 0	I = -0.4	J = 0

(21) CC(C)NC(=O)N1CC(c2ccccc2)C(c2ccc(Cl)cc2)=N1 (stereo not drawn)
  A = -1	B = -2	C = -4	D = i	E = 0	F = 0	G = -2	H = 0	I = -0.6	J = 0

(22) O=C(O)Cc1ccc2c(c1)Cc1cccnc1O2
  A = /	B = -2	C = -4	D = i	E = 0	F = 4	G = 0	H = 2	I = -1.0	J = -8

(23) NC(=O)c1ccc(Oc2ccc(C(N)=O)cc2)cc1
  A = 11	B = -7	C = -11	D = i	E = 2	F = 2	G = -4	H = 1	I = 4.7	J = 0

(24) COc1cc2c(cc1NC(=O)C1CCCO1)oc1ccccc12 (stereo not drawn)
  A = -11	B = -6	C = 17	D = i	E = -2	F = 3	G = 1	H = 0	I = 1.3	J = -19

(25) CCOc1cc(NC(=S)NCc2ccco2)c(OCC)cc1NC(=O)CC(C)C
  A = -10	B = 0	C = 11	D = i	E = 2	F = -2	G = 4	H = 2	I = -2.0	J = -9

(26) CCCCNC(=O)c1nc(C2CCN(S(=O)(=O)c3ccc(Cl)cc3)CC2)oc1-c1ccccc1
  A = /	B = /	C = 5	D = /	E = /	F = -3	G = -5	H = /	I = 6.4	J = 4

(27) CCc1cc2cc(C(=O)Nc3ccc(F)cc3)sc2s1
  A = -11	B = 3	C = -41	D = i	E = 35	F = -22	G = 2	H = -2	I = 13	J = 16

(28) CC1CCN(S(=O)(=O)c2ccc3c(c2)N(CC(=O)NCCCOC(C)C)C(=O)CS3)CC1
  A = -3	B = -1	C = 17	D = i	E = 1	F = 4	G = -2	H = -4	I = -0.5	J = -5

(29) CC(C)CCNC(=O)NC(=O)CSc1ncccn1
  A = -12	B = -5	C = -8	D = i	E = 2	F = -1	G = -3	H = -3	I = -2.2	J = 10

(30) O=C(CCC(=O)Nc1ccc(F)cc1)N/N=C/c1cccnc1
  A = -1	B = 5	C = 12	D = i	E = 3	F = -4	G = 6	H = -1	I = -1.0	J = -5

# Continuation:
# Abbreviations: A = Scp1 inh; B = NadD inh; C = SKN-1 inh; D = Rpn11 inh; E = DNMT1 inh; F = SUMO1 PPI mod; G = MT1-MMP act inh; H = STEP block; I = LMPTP inh; J = NRP1-CendR mod
(31) O=C(Cc1c(O)c2ccccc2oc1=O)c1ccc(C(F)(F)F)cc1
  A = -6	B = -1	C = 10	D = i	E = 8	F = -1	G = -5	H = -2	I = -2.4	J = 5

(32) Cc1nc(N2CCN(c3ccccc3O)CC2)c2c(-c3ccccc3)csc2n1
  A = 12	B = 24	C = 10	D = i	E = -3	F = 4	G = -2	H = 3	I = 4.6	J = -9

(33) CC(C)CC(=O)Nc1cccc(-c2cn3ccsc3n2)c1
  A = -8	B = -1	C = 8	D = i	E = 5	F = 2	G = -1	H = -4	I = -3.2	J = -4

(34) CCCCN(C(=O)c1ccc([N+](=O)[O-])s1)c1c(N)n(CC(C)C)c(=O)[nH]c1=O
  A = -2	B = -1	C = -3	D = i	E = -1	F = -25	G = 0	H = -2	I = 0.2	J = 4

(35) O=C(Cc1csc(N2CCOCC2)n1)N/N=C/c1ccc(O)c(O)c1O
  A = 1	B = 8	C = -1	D = i	E = 19	F = 17	G = 2	H = 6	I = 17	J = -13

(36) Cc1cc(C)nc(NS(=O)(=O)c2ccc(NC(=O)C3(c4ccc([N+](=O)[O-])cc4)CCCC3)cc2)n1
  A = -5	B = 17	C = 11	D = i	E = 0	F = -16	G = 3	H = -2	I = -0.6	J = 5

(37) O=C(CCNS(=O)(=O)c1ccc(Cl)cc1)NCc1cccs1
  A = 8	B = 1	C = -8	D = i	E = 12	F = 3	G = /	H = 1	I = 1.2	J = 0

(38) CN(C)C(CNC(=O)c1ccc2[nH]c(=O)c(=O)[nH]c2c1)c1ccco1 (stereo not drawn)
  A = -2	B = -5	C = -13	D = i	E = 2	F = 0	G = 2	H = -1	I = 2.7	J = 2

(39) CCC(C)NC(=O)C1CCCN(S(=O)(=O)c2ccc3c(c2)CC(C)N3C(=O)C2CC2)C1 (stereo not drawn)
  A = 0	B = 5	C = 1	D = i	E = 2	F = 0	G = -4	H = 0	I = -0.5	J = 10

(40) c1ccc(CNc2nc(NCc3ccccc3)c3sccc3n2)cc1
  A = /	B = 12	C = -6	D = i	E = -4	F = -1	G = -1	H = 10	I = 20	J = 1

(41) CCOCCCn1c(=S)[nH]c2cc(C(=O)N3CCN(C)CC3)ccc2c1=O
  A = -2	B = 1	C = 7	D = i	E = 1	F = 3	G = 0	H = 8	I = -0.9	J = -4

(42) CCn1c(CSc2nc(C)cs2)nc2cc(S(=O)(=O)N(C)C)ccc21
  A = 1	B = -3	C = -29	D = i	E = 3	F = -2	G = 1	H = -2	I = 0.2	J = 5

(43) COc1ccc(C2NC(c3ccc(OC)c(OC)c3OC)C(C)C(=O)C2C)c(OC)c1OC (stereo not drawn)
  A = -5	B = 3	C = -16	D = i	E = -3	F = 2	G = 10	H = -4	I = -0.2	J = -13

(44) CCOc1ccccc1N1CCN(S(=O)(=O)c2ccc3c4c(cccc24)C(=O)N3)CC1
  A = 61*	B = 30*	C = -8	D = i	E = 32	F = 5	G = -5	H = 6	I = 8.1	J = -2

(45) O=C(/C=C/c1cccc([N+](=O)[O-])c1)NCCSCc1ccc(Cl)cc1
  A = -13	B = -1	C = 16	D = i	E = -5	F = -17	G = 5	H = 0	I = 4.4	J = -7

(46) COC(=O)C(c1ccccc1)C1(O)CC(C)N(C)CC1C (stereo not drawn)
  A = 4	B = -6	C = -18	D = i	E = -1	F = 7	G = 2	H = 0	I = 0.9	J = -4

(47) CCCCC(CC)C(=O)Nc1cc(C(=O)NCCC)ccc1N1CCC2(CC1)CC(c1ccccc1)=NO2 (stereo not drawn)
  A = 1	B = 22	C = 13	D = i	E = -3	F = 8	G = -3	H = 5	I = 5.5	J = 8
